HSF1 inhib – HSF1 inhibition | NIH3T3-HGL HSE-luciferase, MG132-induced, luminescence 8 h; active compounds read low | activity change, negative = inhibition, % at 7.5 µM (by protocol) | actives 0.77% (n = 300,000) | AID 2098;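 active = more than half of replicate wells show activity change below -50%, luminescence cut by over half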;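 note: luciferase reports HSF-1 transcriptional activity via heat shock element; 0% = median of DMSO wells and -100% = zero luminescence signal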
aSyn 5UTR inh – MLPCN primary screen, SNCA 5' untranslated region; alpha-synuclein 5'UTR reporter, inhibitor activity; inhibition, % (tested at 7.5 µM); actives 0.82% (n = 300,000); AID 1813; in the data active = inhibition above about 60%;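 note: H4 neuroglioblastoma cells stably carrying SNCA 5'UTR luciferase fusion; 0% = DMSO wells and 100% = positive control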
KLF5 inhibitor – kruppel-like factor 5 inhibition. DLD-1 KLF5 promoter-luciferase reporter, luminescence. inhibition, % at 5 µM. actives 0.23% (n = 290,000);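 active = inhibition above a per-plate limit of that plate's mean compound inhibition plus 3 SD, cut at about 60% in these data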;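 note: 0% = DMSO wells and 100% = LY294002 at 200 µM; higher means less KLF5 promoter-driven luciferase light; inactives centre near -14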
HSP90 refold inh – blocks HSP90-mediated luciferase refolding in reticulocyte lysate; inhibition, % at 5.6 µM; actives 0.91% (n = 290,000); Rabbit reticulocyte lysate, luciferase refolding luminescence, 3 h;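 active = inhibition above the screen-wide mean plus 3 SD, computed separately per campaign, cut at about 16% in these data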;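 note: 0% = DMSO wells and 100% = 60 µM geldanamycin wells; inhibitors lower the luminescence because luciferase stays unfolded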
GSK3beta inhib – inhibitors of human GSK3beta kinase. GST-GSK3beta kinase, ADP-Glo luminescence, 60 min; active compounds read low. activity score (negative = inhibition), % at 10 µM. AID 2097. actives 0.038% (n = 300,000);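 active = more than half of replicate wells score below -50%, meaning over 50% inhibition versus plate controls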;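 note: 0% = median DMSO wells and -100% = median GW8510 positive control wells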
Target sequence (P49841 whole entry, looked up): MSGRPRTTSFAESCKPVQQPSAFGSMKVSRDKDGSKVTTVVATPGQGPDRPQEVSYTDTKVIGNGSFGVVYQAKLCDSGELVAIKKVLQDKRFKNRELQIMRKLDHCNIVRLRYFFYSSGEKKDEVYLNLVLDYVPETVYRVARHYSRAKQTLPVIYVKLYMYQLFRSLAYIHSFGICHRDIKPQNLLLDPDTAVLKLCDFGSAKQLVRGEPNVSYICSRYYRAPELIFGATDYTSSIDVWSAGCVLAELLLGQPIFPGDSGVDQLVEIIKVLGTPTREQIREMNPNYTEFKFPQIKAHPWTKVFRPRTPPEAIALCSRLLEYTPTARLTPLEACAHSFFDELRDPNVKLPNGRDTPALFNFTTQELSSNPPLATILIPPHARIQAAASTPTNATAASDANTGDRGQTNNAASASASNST
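test system = GST-tagged human GSK3beta kinase, cell-free | reagent = 25 µM ATP with peptide substrate | dosing = one dose of 10 µM per compound | schedule = 60 min reaction, RT | detection = luminescent ADP-Glo measurement of ADP formed | control set = DMSO neutral wells and GW8510 at 20 µM as positive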
HSF-1 act – increases HSF-1 driven luciferase reporter signal | activation, % at 9 µM | NIH3T3-HGL HSF-1 luciferase reporter, MG132, 8 h; 100% = twice DMSO control signal | AID 504408 | actives 1.7% (n = 300,000);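 active = mean replicate activation of at least 50% with a set share of replicates each reaching 50%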;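 note: 0% = median of the neutral control wells and 100% = twice that signal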
Dyrk1A ADPGlo – blocks rat Dyrk1A kinase activity | Q63470 | ADP-Glo luminescence, NFATc1 peptide | inhibition, % at 12.5 µM | actives 0.43% (n = 310,000) | AID 504441; in the data active = inhibition above about 50%;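 note: plate controls were vehicle with enzyme for no effect and no enzyme for full effect; many of its hits are not listed in these tables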
IEC-6 cytotox – kills IEC-6 intestinal cells in KLF5 counter-screen; IEC-6 cytotoxicity, luminescence viability; inhibition, % at 5 µM; actives 0.78% (n = 290,000); in the data active = inhibition above about 22%;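 note: 0% = plate median of test compound wells and 100% = cytotoxic reference compound wells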
GSK3 alpha inh – inhibitors of human GSK-3 alpha kinase. P49840. ADP-Glo luminescence, 60 min. inhibition, % at 10 µM. actives 0.1% (n = 320,000). AID 2650;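 in the data active = inhibition above about 50%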;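 note: GST-tagged GSK-3 alpha with peptide substrate and 25 µM ATP; 0% = DMSO neutral wells and 100% = GW8510 positive control wells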
Target sequence (P49840 whole entry, looked up): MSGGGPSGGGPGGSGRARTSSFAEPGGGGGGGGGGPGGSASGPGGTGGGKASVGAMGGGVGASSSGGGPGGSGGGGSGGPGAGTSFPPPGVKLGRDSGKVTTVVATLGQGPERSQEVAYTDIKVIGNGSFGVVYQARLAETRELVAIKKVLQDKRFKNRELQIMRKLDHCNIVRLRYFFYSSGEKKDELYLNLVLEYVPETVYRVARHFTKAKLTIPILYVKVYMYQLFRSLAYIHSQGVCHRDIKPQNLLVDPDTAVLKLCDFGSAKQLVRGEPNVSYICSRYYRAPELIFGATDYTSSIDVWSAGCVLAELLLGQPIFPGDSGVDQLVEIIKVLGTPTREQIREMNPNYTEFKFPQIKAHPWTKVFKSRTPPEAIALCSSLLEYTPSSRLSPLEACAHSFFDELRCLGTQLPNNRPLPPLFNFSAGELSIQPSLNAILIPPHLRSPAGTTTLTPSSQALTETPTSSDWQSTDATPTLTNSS
Platelet DG rel – platelet dense granule release activity; inhibition, %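 (compounds screened at 7.5 µM in platelet-rich plasma)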; human platelet-rich plasma, SFLLRN dense granule ATP release, luminescence; actives 0.22% (n = 300,000); AID 1663;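 active = mean replicate score, as percent of positive control, at or above 50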
* = called active by the depositor; . = no result given. These rows are one share of the data, so the mix of outcomes need not match the whole.

Sequence of screens: HSF1 inhib | aSyn 5UTR inh | KLF5 inhibitor | HSP90 refold inh | GSK3beta inhib | HSF-1 act | Dyrk1A ADPGlo | IEC-6 cytotox | GSK3 alpha inh | Platelet DG rel
1. O=S(=O)(c1ccc(Cl)cc1)N1CCN(c2ccc(N3CCOCC3)nn2)CC1
    4 | -1 | -19 | 7 | -1 | 7 | 2 | 4 | 2 | 7
2. Cc1cc(C)c(C)c(S(=O)(=O)N2C(=S)NC(=O)C2C(C)C)c1C (centres undefined)
    1 | 10 | 15 | 1 | 1 | 7 | 7 | 8 | 1 | 15
3. CC1CCN(C(=O)CN(c2ccc(Oc3ccccc3)cc2)S(C)(=O)=O)CC1
    6 | -24 | -8 | 1 | -2 | 12 | 5 | 3 | -5 | -3
4. O=C(OCC(=O)N1CCCC1)c1ccc(Cl)c([N+](=O)[O-])c1
    -2 | -14 | -21 | -3 | 3 | 15 | -7 | 0 | -1 | -8
5. Cc1ccc(Nc2nc(C)cc(C)c2C(N)=O)c(C)c1
    -4 | 3 | -14 | 2 | -4 | -15 | 4 | 1 | 0 | -1
6. CC(=O)N1C(=O)C2(C(C#N)=C(N)Oc3n[nH]c(-c4ccccn4)c32)c2ccccc21 (centres undefined)
    -7 | 4 | -17 | 4 | -5 | 1 | 5 | -2 | 0 | 14
7. CSc1nc(-c2ccccc2)c2cc(Cl)ccc2n1
    -8 | 14 | -21 | -1 | 3 | 17 | -3 | -4 | -1 | 4
8. CCCCC(=O)Nc1ccc(C(=O)Nc2ccc(S(=O)(=O)Nc3nccc(C)n3)cc2)cc1
    -64* | 5 | 8 | -3 | 2 | -72 | -4 | -3 | -3 | -4
9. CCCC(=O)N1CCN(c2nc(CC(C)C)c3c(c2C#N)CCC3)CC1
    0 | 34 | -29 | -3 | -2 | -15 | 2 | 1 | 1 | 3
10. CC(C)C(C)(C#N)NC(=O)CSc1nc2scc(-c3ccco3)c2c(=O)n1-c1ccccc1 (centres undefined)
    15 | 14 | 6 | 1 | -3 | 36 | -4 | -1 | 0 | 1
11. CC(C)CC(NC(=O)OC(C)(C)C)C(=O)NCc1ccccc1 (centres undefined)
    -3 | 2 | 3 | 2 | 0 | -23 | -4 | 2 | -1 | 2
12. Cc1cc(C)c(C(=O)NC2CCCc3c2cnn3-c2cccc(C)c2C)o1 (centres undefined)
    -1 | 24 | 30 | -3 | 0 | 1 | 2 | 9 | -1 | -5
13. CCOC(=O)CSc1nnc(CSc2nc(C)cc(C)n2)n1Cc1ccco1
    -5 | -1 | -20 | 3 | -1 | -7 | -2 | 1 | -1 | -2
14. CC(CC(=O)Nc1ccccc1)NCCCN1CCCC1=O (centres undefined)
    -9 | -1 | -19 | 2 | -3 | -7 | 3 | -8 | -5 | 3
15. COCC1CCN(C(=O)CCc2nnc(CCCCc3ccccc3)o2)CC1
    2 | -7 | -2 | 4 | 1 | -18 | 7 | -5 | -5 | -2
16. Cc1cc(C)nc(Nc2ncc(O)n2-c2ccc(C)c(Cl)c2)n1
    -5 | 5 | -1 | 3 | -1 | -19 | -5 | 2 | -4 | 22
17. COc1cc(N)c(Cl)cc1C(=O)OCC(=O)Nc1cccnc1Cl
    -1 | 9 | . | . | -2 | -1 | -3 | . | 0 | 3
18. CCOC(=O)Cc1csc(/N=C/c2c(O)n(-c3ccc(C)c(C)c3)c(=O)c3ccccc23)n1
    1 | 105* | -8 | 0 | 0 | -7 | -7 | -3 | -2 | -2
19. COc1ccc(N(C)C(=O)CCS(=O)(=O)c2cccc3nonc23)c(OC)c1
    3 | -8 | 0 | 2 | 2 | 13 | 0 | -8 | -1 | 0
20. CCC(C)NC(=O)CNC(=O)Cn1c(C)cc2ccccc2c1=O (centres undefined)
    1 | 23 | -4 | 3 | 3 | 36 | 3 | 2 | -3 | 0
21. O=C(CSCc1ccc(Cl)cc1)Nc1ccc(-c2nnc(-c3ccccc3)o2)cc1
    8 | -3 | -13 | 1 | 3 | 13 | 15 | 0 | -2 | -3
22. Cn1c(=O)c2c([nH]c(=O)n2C)n(Cc2ccccc2)c1=O
    -3 | -12 | . | . | -1 | 3 | . | . | -2 | -3
23. COc1ccc(C(=O)NCc2nnc(SC)n2Cc2ccccc2)cc1
    -6 | -21 | -18 | -3 | -4 | 20 | 2 | -6 | 0 | -7
24. CN1CCN(Cc2cc(COCc3ccccc3)c3cccnc3c2O)CC1
    -20 | 99* | 20 | 0 | -1 | -7 | -3 | 5 | 0 | 4
25. CC1C(=O)N2CCCc3cc(NC(=O)COc4ccc(Cl)cc4)cc1c32 (centres undefined)
    7 | -5 | . | . | -4 | 17 | 12 | . | 0 | .
26. O=C(c1ccccn1)N1CCN(S(=O)(=O)c2ccc(F)cc2)CC1
    1 | 2 | -12 | -6 | -1 | 11 | . | -5 | -2 | -3
27. COc1ccc(CNC(=O)c2ccc3nccnc3c2)cc1
    3 | -24 | -13 | 0 | -5 | -1 | 6 | 1 | 5 | -7
28. NC(=NCc1ccccc1)c1cccc([N+](=O)[O-])c1
    -3 | -7 | -30 | 3 | 0 | 11 | . | 1 | -4 | -15
29. O=C(CN1CCOCC1)Nc1cc(Cl)ccc1Cl
    -5 | 6 | -14 | 0 | -1 | 1 | -2 | -3 | -1 | 14
30. O=S(=O)(NN1CCOCC1)c1ccc(Br)cc1
    -7 | 5 | -25 | -2 | 0 | -21 | -7 | 1 | -2 | 1
31. Cc1ccccc1C(=O)NCC(=O)OC(C)C(=O)Nc1cccc(S(=O)(=O)N2CCOCC2)c1 (centres undefined)
    -10 | 8 | . | . | 0 | -30 | -1 | . | -1 | -1
32. COc1ccc(N(CC(=O)NN=C2CCN(C)CC2)S(=O)(=O)c2ccc(NC(C)=O)cc2)cc1
    -11 | 4 | -29 | 1 | -3 | -7 | -3 | -3 | -1 | -1
33. COCC(=O)n1cc(C(=O)OC)c2ccccc21
    10 | 6 | -23 | 2 | 2 | 0 | -4 | -2 | -1 | -4
34. CN1CCCC1CCNc1ccc2c(=O)c3ccccc3oc2c1 (centres undefined)
    4 | -130 | -115 | 4 | 2 | -3 | 16 | 10 | 7 | 4
35. Cc1ccc(OCC(=O)N(Cc2ccccc2)c2c(N)n(Cc3ccccc3)c(=O)[nH]c2=O)c(C)c1
    3 | -12 | . | . | . | 11 | -4 | . | -4 | -5
36. Cc1cc(C)cc(NC(=O)CN2CCc3ccccc3C2)c1
    0 | 18 | -23 | 1 | 3 | -21 | -2 | 4 | 3 | 2
37. Cn1/c(=N/N=C/c2ccc(Cl)c([N+](=O)[O-])c2)sc2ccccc21
    7 | -12 | -38 | -2 | -3 | 15 | 2 | 6 | -1 | -4
38. O=C(/C=C\NCC(=O)c1ccccc1)c1ccc2ccccc2c1
    9 | -27 | 15 | 7 | -4 | 32 | 0 | -1 | -2 | 15
39. Cc1ccc(C(=O)Nc2cc([N+](=O)[O-])ccc2F)s1
    4 | -31 | 7 | -3 | 1 | 10 | -1 | 4 | -1 | 0
40. C/C(=C\C(=O)c1ccc(Cl)cc1)Nc1ccc(N2CCOCC2)cc1
    3 | -45 | 0 | 4 | 3 | 0 | -10 | 6 | 2 | -4
41. C/C(=N\NC(=O)Cn1c(C)nc2ccccc21)c1cccs1
    -3 | 16 | -41 | 8 | 7 | 16 | 8 | 6 | -2 | -6
42. CC(C)c1cc(-c2cc(-c3ccc(Cl)cc3)on2)nc(NC2CCCC2)n1
    -7 | 4 | . | . | 1 | -14 | 9 | . | 3 | 6
43. CCOC(=O)C1=C(C)N(CCCCCC(=O)O)C(=O)NC1c1cccc([N+](=O)[O-])c1 (centres undefined)
    1 | 16 | -7 | -5 | 3 | -9 | -1 | -3 | -2 | 1
44. C/C(=N\Nc1ccc(F)cc1F)c1ccc(N2CCOCC2)cc1
    -3 | -96 | -35 | -2 | -6 | 21 | -5 | -5 | 2 | 3
45. COc1ccccc1-n1c(=O)[nH]c2c(C(N)=O)nc(-c3cccnc3)nc21
    -9 | 8 | . | . | 3 | -8 | 6 | . | 5 | -2
46. Cc1ccccc1-n1c(SCC(=O)N2CCCCC2)nc(O)cc1=O
    7 | -8 | -22 | -7 | 6 | 19 | -1 | -2 | 0 | -2
47. Cc1ccc(S(=O)(=O)N(C)CC(=O)OCC(=O)N2CCN(c3ccccc3)CC2)cc1
    -9 | -5 | 0 | -2 | 3 | -16 | -12 | -11 | -3 | 29
48. CCOc1ccc(CCNC(=O)c2cc(-c3ccccc3)c(N3CCOCC3)s2)cc1
    8 | -11 | . | . | 2 | 17 | -13 | . | 0 | -11
49. COc1ccc(-c2nnc(SCC(=O)N3CCCC3)o2)c(OC)c1
    9 | -83 | -54 | -6 | 0 | 14 | 2 | 0 | 1 | 2
50. O=C(CCN1C(=O)c2ccccc2C1=O)C1=NN[C@@H]2C(=O)N(c3cccc(Cl)c3)C(=O)[C@H]12
    3 | 33 | -6 | 3 | 1 | -20 | -2 | -5 | -2 | 19
51. COc1cc(C)ccc1S(=O)(=O)n1nc(C)cc1C
    -7 | -40 | -16 | 1 | -1 | -6 | -1 | 0 | 8 | -3
52. Fc1ccc(-n2c(Cn3nnc4ccccc43)n[nH]c2=S)cc1
    2 | 22 | -36 | 1 | 1 | 17 | 1 | 3 | 0 | -13
53. COC(C(=O)Nc1ccnn1C1CCN(Cc2nccs2)CC1)c1ccccc1 (centres undefined)
    -1 | -10 | -15 | 1 | -1 | 3 | -10 | -3 | -3 | 8
54. COCCn1c(SCC(=O)Nc2ccc(C(N)=O)cc2)nc2c([nH]c3ccccc32)c1=O
    3 | -4 | -6 | 5 | 0 | -13 | -1 | 7 | 1 | 13
55. CC(C)(C)n1nc2c(c1NC(=O)c1ccc(Br)cc1)CS(=O)C2 (centres undefined)
    -2 | 0 | -6 | 0 | 2 | 0 | 5 | 4 | 0 | 4
56. CCOC(=O)c1cnc2c(c(C)nn2C)c1Oc1cc(Cl)cc(Cl)c1
    3 | -9 | -29 | 4 | 3 | 2 | . | 3 | -2 | 6
57. CC1CCN(C2=NC(=O)/C(=C/c3ccccc3F)S2)CC1
    -68* | -49 | -91 | 23* | -1 | -74 | 19 | -6 | 19 | 7
58. CCCCN(C(=O)C1CC1)C1CCS(=O)(=O)C1 (centres undefined)
    -10 | 3 | . | . | 1 | -3 | -5 | . | -2 | 2
59. CC1CCc2c(sc(NC(=O)/C=C/c3cccs3)c2C(=O)O)C1 (centres undefined)
    -5 | 28 | 32 | -6 | 3 | -24 | 2 | 1 | 1 | 2
60. COc1ccccc1NC(=O)Cn1nc(C)n2cccc2c1=O
    5 | 24 | -4 | -6 | 2 | 5 | -7 | -3 | -2 | 2
61. O=C(Nc1nnc(-c2ccc(F)cc2)o1)C1CCCN1S(=O)(=O)c1cccs1 (centres undefined)
    -3 | -1 | . | . | 1 | -4 | -2 | . | 0 | 3

Bioassay records as filed in PubChem.
